PAD4 FP inh = blocks human protein arginine deiminase 4. Q9UM07. AID 485272. recombinant PAD4, RCA probe fluorescence polarization. inhibition, % at 6.36 µM. hit rate 0.41% among 330,000;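 active means percent inhibition above a cutoff equal to the mean of all tested compounds plus 3 SD, cut at about 15% in these data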;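 further: 0% = PAD4 with RCA probe and DMSO and 100% = probe without PAD4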
Target sequence (Q9UM07 whole entry, looked up): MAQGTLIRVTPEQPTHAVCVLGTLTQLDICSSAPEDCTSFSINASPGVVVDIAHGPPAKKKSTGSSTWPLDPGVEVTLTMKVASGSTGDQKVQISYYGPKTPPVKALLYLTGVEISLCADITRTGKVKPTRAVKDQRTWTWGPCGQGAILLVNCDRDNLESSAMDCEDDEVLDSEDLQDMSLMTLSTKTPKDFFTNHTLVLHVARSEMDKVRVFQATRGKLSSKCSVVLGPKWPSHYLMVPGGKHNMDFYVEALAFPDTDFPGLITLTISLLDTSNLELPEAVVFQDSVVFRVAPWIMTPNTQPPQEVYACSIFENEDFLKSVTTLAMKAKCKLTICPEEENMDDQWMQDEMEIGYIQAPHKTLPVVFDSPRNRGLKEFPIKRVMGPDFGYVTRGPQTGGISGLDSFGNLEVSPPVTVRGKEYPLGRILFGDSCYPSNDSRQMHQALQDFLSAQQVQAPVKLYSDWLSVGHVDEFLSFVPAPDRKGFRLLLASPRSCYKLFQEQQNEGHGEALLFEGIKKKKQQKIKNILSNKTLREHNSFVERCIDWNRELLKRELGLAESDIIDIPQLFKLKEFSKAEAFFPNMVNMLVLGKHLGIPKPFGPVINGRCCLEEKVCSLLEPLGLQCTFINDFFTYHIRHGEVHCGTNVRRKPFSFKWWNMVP
GLD-1 TGE inh = GLD-1-TGE RNA interaction inhibition (C. elegans); inhibition, % at 5.96 µM; hit rate 0.44% among 320,000; purified GLD-1 + fluorescein TGE RNA, fluorescence polarization; Q17339;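 active means percent inhibition above a per-plate cutoff, the plate mean of test compounds plus 3 SD, cut at about 30% in these data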;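 further: 0% = DMSO wells with GLD-1 and probe and 100% = wells lacking GLD-1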
An asterisk follows results filed as active.

compound	GLD-1 TGE inh	PAD4 FP inh
COc1cc([C@@H]2CC=C(C(=O)O)[C@H](c3ccc(C)cc3)N2S(=O)(=O)c2ccc(C)cc2)cc(OC)c1OC	3	0
CC(C)C[C@H](CO)N(Cc1ccccc1)S(=O)(=O)N(Cc1ccccc1)[C@@H](CO)CC(C)C	3	0
Cc1ccc(S(=O)(=O)N2CCOCC2)cc1NC(=O)CNCc1ccc(Cl)cc1Cl	-1	-1
CCN(CC(=O)Nc1ccccc1OC)C(=O)CC1CCCC1	8	-3
CC1CCN(C(=O)c2ccc(N3CCOCC3)c([N+](=O)[O-])c2)CC1	2	-8
O=C(NCCN1CCOCC1)c1ccc(Cl)c(S(=O)(=O)NCc2ccccc2)c1	-1	-3
COc1ccc(NC(=O)Nc2ccc3c(c2)C(=O)N([C@@H](C)CO)C[C@@H](C)[C@@H](CN(C)CC2CCCCC2)O3)cc1	3	0
O=C(NN=Cc1ccccc1OC(F)F)c1ccc(NS(=O)(=O)c2cccs2)cc1	2	-4
COc1ccc(OCc2nnc(SCC(=O)NCC3CCCO3)n2N)cc1 (stereo not given)	3	-4
O=C(NCC1CCCO1)c1ccccc1NS(=O)(=O)c1cc([N+](=O)[O-])ccc1Cl (stereo not given)	6	-3
CCSc1ccc([C@@H]2[C@@H]3C(=O)N(C)C(=O)[C@@H]3[C@]3(C(=O)OC)CCCCN23)cc1OC	6	-9
COc1ccccc1C(=O)NC(=O)CSc1nnc2ccccn12	-1	0
O=C(CN1C(=O)NC2(CCOc3ccccc32)C1=O)N1CCCCC1 (stereo not given)	3	0
O=C(COC(=O)c1ccc(O)cc1)Nc1ccc2c(c1)OCO2	-1	0
C[C@H](CO)N1C[C@H](C)[C@@H](CN(C)Cc2ccncc2)Oc2c(NS(=O)(=O)c3ccccc3)cccc2C1=O	5	-3
O=C(Nc1cc(-c2ccccc2)nn1C1CCCCC1)c1ccc(Cl)cc1	5	-2
C[C@H](CO)N1C[C@H](C)[C@@H](CN(C)Cc2ccc3c(c2)OCO3)Oc2c(NS(C)(=O)=O)cccc2C1=O	7	-2
CN1CCC(N(C)C(=O)c2cc(-c3ccc(F)cc3)nc3ccccc23)CC1	-2	7
CCOC(=O)c1c(NC(=O)COC(=O)Cc2n[nH]c(=O)c3ccccc23)sc(C(=O)NC)c1C	2	2
COC(=O)[C@]1(Cc2ccccc2)N[C@H](CN(C)C(=O)c2ccc(C)cc2)[C@@H]2C(=O)N(Cc3ccccc3)C(=O)[C@@H]21	3	0
O=C(C[C@@H]1C/C=C\C[C@@H](NC(=O)OCC2c3ccccc3-c3ccccc32)C(=O)OC[C@@H](Cc2ccccc2)NC1=O)NCCO	2	7
O=C(CNC(=O)c1ccc(Cl)cc1Cl)OCc1cn2cc(Br)ccc2n1	-1	0
Cc1cc(C(=O)COC(=O)c2ccc(F)cc2)c(C)n1C	1	-6
Cc1ccc(S(=O)(=O)NCC(=O)NNC(=O)c2ccc(Br)cc2)cc1C	3	-2
CC1CN(S(=O)(=O)c2cccc(C(=O)NCc3ccccn3)c2)CC(C)O1 (stereo not given)	7	-5
CCC1(CC)NC(=O)N(CC(=O)Nc2ccc(C)cc2C)C1=O	-4	0
CC1(C)CC2CC(C)(CN2C(=O)COC(=O)c2ccc(NC(=O)CC#N)cc2)C1 (stereo not given)	0	-2
COc1ccccc1NC(=O)c1cc2c(cc1Cl)N1CCCCCC1=NS2(=O)=O	0	-6
COc1ccc2sc(-c3ccccc3OC)c(C#Cc3cncn3C)c2c1	3	0
CCOc1ccccc1C(=O)OCC(=O)NCc1ccc2c(c1)OCO2	0	-5
CC[C@@]1(C(=O)OC)N[C@H](CN(C)C(=O)Nc2ccc(F)cc2)[C@@H]2C(=O)N(Cc3ccccc3)C(=O)[C@@H]21	4	-3
O=S(=O)(Nc1nccs1)c1ccc(NS(=O)(=O)c2c(F)cc(F)c(Cl)c2F)cc1	4	-5
O=C1CCC(C(=O)OCC(=O)Nc2ccc(Cl)cc2C(F)(F)F)=NN1	-1	-1
COC(=O)c1ccc(NC(=O)CN2C(=O)NC3(CCC(C)CC3)C2=O)cc1 (stereo not given)	-3	0
C[C@@H]1COC(=O)[C@H](CC(=O)OC(C)(C)C)C/C=C\C[C@@H](CC(=O)NCCO)C(=O)N1	0	-5
Cc1ccc(S(=O)(=O)N2CC(=O)N3CCN(CCN)C3C2)cc1 (stereo not given)	6	5
O=C(O)CN1C(=O)N/C(=C\c2cccn2-c2ccc(P(=O)(O)O)cc2)C1=O	7	3
O=C(Nc1cc(S(=O)(=O)N2CCOCC2)ccc1N1CCOCC1)c1ccc([N+](=O)[O-])s1	5	-2
COC(=O)c1ccc2c(C)c(C3(O)CCCCC3)[nH]c2c1	2	-2
O=C1CN(C(=O)COC(=O)CCC(=O)c2ccc(Cl)cc2)c2ccccc2N1	3	-2
CCCCn1c(N)c(N(C)C(=O)C2CC(=O)N(Cc3ccco3)C2)c(=O)[nH]c1=O (stereo not given)	2	-4
O=C1C=C(c2cc3ccccc3s2)C[C@@H](c2ccc(Cl)cc2)C1	-5	-4
CCOC(=O)[C@H]1[C@H]2COc3ccc(Br)cc3[C@@H]2N2C(=O)N(c3ccc(F)cc3)C(=O)[C@@]12C	4	4
COc1ccc(/C=C/C(=O)N2CCN(S(=O)(=O)c3ccccc3Br)CC2)cc1OC	2	-4
C=CC[C@@H](CC(=O)N[C@@H](CO)Cc1ccccc1)C(=O)N[C@@H](COC(=O)[C@@H](CC=C)Cc1ccc(F)cc1)Cc1ccccc1	10	1
CCOC(=O)CCCCCC(=O)Nc1ccc2c(c1)C(=O)N([C@H](C)CO)C[C@H](C)[C@@H](CN(C)C(=O)Nc1ccc(OC)cc1)O2	3	-1
COC(=O)C1CCN(C(=O)c2cc(-c3ccco3)nc3ccccc23)CC1	18	-1
C[C@@H](CN1CCC[C@H]1CN1C(N)=NC[C@@H]1Cc1ccccc1)N1C[C@@H](Cc2ccccc2)N(CCCC2CCCC2)C1=N	-8	1
Cc1c(NC(=O)c2ccc(Cl)c([N+](=O)[O-])c2)cccc1-n1cnnn1	0	3
O=C(CC1C[C@H](C(=O)N2CCOCC2)[C@@]2(CCC3CCCC3)c3[nH]c4ccccc4c3CCN2C1=O)NCCc1ccccn1 (stereo not given in full)	1	0

Sorted by value in PAD4 FP inh (rising): seven from the list above
SMILES | PAD4 FP inh
Cc1cc(C(=O)COC(=O)c2ccc(F)cc2)c(C)n1C | -6
CCOc1ccccc1C(=O)OCC(=O)NCc1ccc2c(c1)OCO2 | -5
O=C(NN=Cc1ccccc1OC(F)F)c1ccc(NS(=O)(=O)c2cccs2)cc1 | -4
O=C(NCCN1CCOCC1)c1ccc(Cl)c(S(=O)(=O)NCc2ccccc2)c1 | -3
O=C1CCC(C(=O)OCC(=O)Nc2ccc(Cl)cc2C(F)(F)F)=NN1 | -1
COc1ccccc1C(=O)NC(=O)CSc1nnc2ccccn12 | 0
C[C@@H](CN1CCC[C@H]1CN1C(N)=NC[C@@H]1Cc1ccccc1)N1C[C@@H](Cc2ccccc2)N(CCCC2CCCC2)C1=N | 1

The list continues.
compound	GLD-1 TGE inh	PAD4 FP inh
O=C(Cc1ccc(S(=O)(=O)N2CCCC2)s1)Nc1cccc([N+](=O)[O-])c1	7	-5
COc1ccc(NC(C)=O)cc1S(=O)(=O)N1CC=C(c2ccccc2)CC1	-1	0
COc1ccc(CNC(=O)c2ccc(N3CCC4(CC3)CC(c3ccc(Cl)cc3)=NO4)c(NC(=O)Cc3ccc(F)cc3)c2)cc1	-3	-1
CC(C)CCC1(C)NC(=O)N(CC(=O)Nc2ccc3c(c2)OCCO3)C1=O (stereo not given)	-1	-4
Cc1ccc(S(=O)(=O)N(C)CC(=O)NNC(=O)Cc2ccccc2F)cc1	-1	-2
O=C1CCC/C=C\C[C@@H](CC(=O)N(CCO)Cc2ccccc2)C(=O)NCCO1	1	-4
CCc1nc2ccccc2c(C(=O)OCC(=O)NC2CC2)c1C	5	1
Cn1c(SCC(=O)NCc2ccco2)nnc1C1CC1	6	-3
COc1ccc(-c2sc3ccc(N4CCOCC4)cc3c2C#CC2(O)CCCCC2)cc1	8	-2
COc1cc(/C=C/C(=O)OCC(=O)NCCCc2ccccc2)cc(OC)c1OC	-1	3
C[C@H](CO)N1C[C@H](C)[C@@H](CN(C)Cc2ccc(Cl)c(Cl)c2)Oc2c(NC(=O)CCC(F)(F)F)cccc2C1=O	9	2
CC(Sc1ccccc1F)C(=O)Nc1cccc(S(=O)(=O)N2CCOCC2)c1 (stereo not given)	2	-1
CC(OC(=O)c1ccc(S(=O)(=O)NCc2ccco2)cc1)C(=O)Nc1ccccc1 (stereo not given)	3	-13
Cc1ccc(NC(=O)c2nc[nH]c2C(=O)NCCCNC(=O)c2[nH]cnc2C(=O)Nc2ccc(C)cc2)cc1	4	-1
COc1cc(/C=C/C(=O)OC[C@H]2O[C@H](OC3(CO)OC(CO)C(O)C3O)[C@H](O)[C@@H](O)[C@@H]2O)ccc1O (stereo not given in full)	0	0
CCc1ccc(-c2nc(SCC(=O)c3c(N)n(C)c(=O)n(C)c3=O)n[nH]2)cc1	-4	-2
Cc1cccc(N2CCN(C(=O)c3ccc4ccccc4c3)CC2C)c1 (stereo not given)	1	7
COc1ccc(OC)c(/C=C/C(=O)OCC(=O)N2C(C)CCCC2C)c1 (stereo not given)	0	-3
O=S(=O)(NCCN1CCN(S(=O)(=O)c2ccccc2F)CC1)c1ccccc1F	1	5
O=C(CSc1ccccc1C(=O)N1CCN(c2ccc([N+](=O)[O-])cc2)CC1)N1CCCC1	2	-5
Cn1c(SCC(=O)Nc2sccc2C(N)=O)nc2ccccc2c1=O	-5	-4
Cc1ccc2nc(-c3cccc(SC4CCCCC4)c3)c(NCc3ccccc3)n2c1	7	-5
CN(Cc1ccc(OC(F)F)cc1)C(=O)/C=C/c1ccc(S(=O)(=O)N2CCOCC2)cc1	7	0
CC(C)[C@H](NC(=O)c1ccccc1Cl)C(=O)OCC(=O)NCc1ccc2c(c1)OCO2	0	-1
Cc1ccc(S(=O)(=O)N2CCOCC2)cc1NC(=O)COC(=O)Cc1ccccc1	9	3

Complete entries as entered above. Order of values: GLD-1 TGE inh	PAD4 FP inh
Results for COc1ccc(/C=C/C(=O)N2CCN(S(=O)(=O)c3ccccc3Br)CC2)cc1OC : 2	-4
Results for Cn1c(SCC(=O)Nc2sccc2C(N)=O)nc2ccccc2c1=O : -5	-4
Results for CC(C)CCC1(C)NC(=O)N(CC(=O)Nc2ccc3c(c2)OCCO3)C1=O (stereo not given) : -1	-4

Going on with the list:
compound	GLD-1 TGE inh	PAD4 FP inh
Cc1cc(-n2c(C)cc(C(=O)CSc3ccccn3)c2C)no1	1	-4
Cc1ccc(S(=O)(=O)N2[C@@H](c3ccc(C(C)(C)C)cc3)C(C(=O)O)=CC[C@H]2c2ccc3c(c2)OCO3)cc1	2	-5
COc1ccc(-c2sc3ccc(-c4ccc5c(c4)OCO5)cc3c2-c2ccc(OC)nc2)cc1	0	1
O=C1C=C(c2ccc(C(=O)O)c(Cl)c2)C[C@@H](c2ccc3c(c2)OCO3)C1	2	1
COc1ccc(Cl)cc1N1C(=O)CC(N2CCN(S(=O)(=O)c3ccccc3F)CC2)C1=O (stereo not given)	-3	-1
COc1ccc(C2CC(c3ccccc3)=NN2C(=O)COC(=O)c2cccc(N)c2)cc1 (stereo not given)	3	-3
CC(C)=CCC[C@](C)(OC1OC(COC2OCC(O)C(O)C2O)C(O)C(O)C1O)C1CC[C@]2(C)C1C(O)CC1[C@@]3(C)CCC(O[C@@H]4O[C@H](CO)C(O)C(O)C4O[C@@H]4OC(CO)C(O)C(O)C4O)C(C)(C)C3CC[C@]12C (stereo not given in full)	5	-3
CN(C(=O)c1ccc(NC(=O)Cc2ccc([N+](=O)[O-])cc2)cc1)C1CCCC1	2	2
COc1cc([C@H]2OC[C@H]3[C@@H]2CO[C@H]3c2ccc(O)c(OC)c2)ccc1O	4	-1
O=C(Nc1ccc(Cl)cc1)c1nc[nH]c1C(=O)N1CCN(c2ccccc2)CC1	8	3
Cc1ccc(CNC(=O)c2c(-c3ccccc3)sc3ccccc23)o1	3	0
CC(=O)c1ccc(S(=O)(=O)N2CCN(C(C)C(=O)N(C)Cc3ccccc3)CC2)cc1 (stereo not given)	2	2
Nc1nc(SCC(=O)Nc2cccc([N+](=O)[O-])c2)n[nH]1	6	-1
O=C(COC(=O)c1cnccn1)Nc1cccc(F)c1	1	-1
O=C(CN(Cc1ccco1)C(=O)c1ccc(F)cc1)Nc1ccccc1Br	1	-2
O=S(=O)(NCC1CN(S(=O)(=O)c2ccc3c(c2)OCCO3)C1)c1c(F)cccc1F	4	2
Cc1ccc(NC(=O)c2ccc([N+](=O)[O-])s2)cc1S(=O)(=O)N1CCOCC1	2	-2
COc1ccc(NC(=O)[C@@H]2CCCN2S(=O)(=O)c2ccc(Cl)cc2)cc1	3	1
CC(C)(C)OC(=O)C[C@H]1C/C=C\C[C@H](CC(=O)N(CCO)Cc2ccccc2)C(=O)NC[C@H](c2ccccc2)OC1=O	8	5
N#CC1(NC(=O)CSc2nnc3n2CCCCC3)CCCCC1	4	-7
C[C@H](CO)N1C[C@H](C)[C@@H](CN(C)CC2CC2)Oc2c(NC(=O)Cc3ccccc3)cccc2C1=O	7	1
CCN1C(=O)C(=O)N(CC(=O)N(C)CC(=O)Nc2ccccc2C(F)(F)F)C1=O	-4	-1
O=C(CCc1ccc(S(=O)(=O)N2CCOCC2)cc1)OCC(=O)c1ccccc1	16	-2
O=C(CSc1nc2ncc(Cl)cc2[nH]1)N1CCC(Cc2ccccc2)CC1	-9	0

High-throughput results deposited in PubChem by The Scripps Research Institute Molecular Screening Center.

Not all compounds are listed. The share of hits here may be higher or lower than overall.
